Screens deposited in PubChem BioAssay by Broad Institute.
mut p53 react – mutant p53 pathway re-activators, primary screen, cell-based, SW480, luciferase, single point, HTS. AID 624151, 2012. activation, % at 9.98 µM. 1.5% of 28,000 active. SW480 PUMA-promoter luciferase, p53 mutant reactivation; in the data active means activation above about 52%
STK33 inh – STK33 kinase inhibitors, primary screen, biochemical, luminescence, ADP-Glo, MBP substrate; Serine/threonine-protein kinase 33 (Homo sapiens), Q9BYT3; inhibition, % at 12.5 µM; 0.44% of 27,000 active; AID 2322, 2010; in the data active means inhibition above about 20%
Target sequence (Q9BYT3 whole entry, looked up): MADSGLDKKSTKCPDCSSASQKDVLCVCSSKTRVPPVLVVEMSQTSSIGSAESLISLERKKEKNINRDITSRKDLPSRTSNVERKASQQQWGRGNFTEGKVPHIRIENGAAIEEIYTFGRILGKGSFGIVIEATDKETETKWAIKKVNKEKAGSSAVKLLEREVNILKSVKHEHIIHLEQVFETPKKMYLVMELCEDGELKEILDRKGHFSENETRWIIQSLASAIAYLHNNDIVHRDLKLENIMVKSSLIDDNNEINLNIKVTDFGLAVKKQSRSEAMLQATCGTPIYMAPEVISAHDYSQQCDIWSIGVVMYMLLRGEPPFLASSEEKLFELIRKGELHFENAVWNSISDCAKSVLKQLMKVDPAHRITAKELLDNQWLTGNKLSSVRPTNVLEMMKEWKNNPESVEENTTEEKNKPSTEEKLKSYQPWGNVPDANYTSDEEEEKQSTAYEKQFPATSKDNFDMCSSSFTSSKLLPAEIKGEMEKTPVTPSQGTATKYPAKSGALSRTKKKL
Starred values were filed as active, the others as inactive; x = no result given. This is a subset; the hit share may differ from the screen's.

smiles	STK33 inh	mut p53 react
C[C@H]1CN([C@@H](C)CO)C(=O)c2cccc(NC(=O)c3ccncc3)c2O[C@H]1CN(C)S(=O)(=O)c1cn(C)cn1	x	2
COc1ccccc1-c1ccc2c(c1)O[C@@H](CN(C)S(=O)(=O)c1ccc(F)cc1)[C@H](C)CN([C@H](C)CO)S2(=O)=O	x	-50
COc1ccc(N2C(=O)CC(SCC(=O)Nc3ccccc3F)C2=O)cc1 (centres undefined)	1	-1
C[C@H]1CN([C@@H](C)CO)C(=O)c2cc(NC(=O)C3CCCCC3)ccc2O[C@H]1CN(C)C	1	x
COc1ccc(NC(=O)N(C)C[C@H]2Oc3cc(-c4ccncc4)ccc3S(=O)(=O)N([C@H](C)CO)C[C@H]2C)cc1	x	-12
Cc1ccc(NS(=O)(=O)c2cc(C(=O)Nc3cccc(N(C)S(C)(=O)=O)c3)ccc2C)c(C)c1	2	-6
C[C@@H]1CN([C@H](C)CO)C(=O)Cc2cc(NC(=O)CCN3CCOCC3)ccc2O[C@@H]1CN(C)S(=O)(=O)c1ccc(F)cc1	-1	x
O=C(O)[C@H]1O[C@@H](Oc2cc(O)c3c(=O)c(-c4ccc(O)cc4)coc3c2)[C@H](O)[C@@H](O)[C@@H]1O	-2	-11
O=C(COc1ccc2ccccc2c1)Nc1ccccc1-c1nc2ccccc2s1	-1	18
COc1ccc(S(=O)(=O)N(CC(N)=O)C2CCCCC2)cc1OC	12	-11
COc1ccc(CN(C)C[C@H]2Oc3ccc(NC(=O)Cc4ccccc4)cc3C(=O)N([C@H](C)CO)C[C@H]2C)cc1	x	-3
COc1cc(NC(=O)CN2c3cccc4cccc(c34)S2(=O)=O)cc(OC)c1OC	-3	-16
C[C@@H]1CCCCO[C@@H](CN(C)Cc2ccccc2)[C@@H](C)CN([C@H](C)CO)C(=O)c2cc(NC(=O)Nc3ccc4c(c3)OCO4)ccc2O1	6	4
CCN(/C=N/c1sc2c(c1C#N)CCCCC2)CC	x	31
C[C@@H]1CN([C@@H](C)CO)C(=O)c2cc(NC(=O)Nc3ccccc3)ccc2O[C@@H]1CN(C)C(=O)Nc1ccc(C(F)(F)F)cc1	2	-15
COc1cc(O)c(C)c(O)c1	1	5
C[C@@H]1CN([C@@H](C)CO)C(=O)Cc2cc(NC(=O)C3CC3)ccc2O[C@H]1CN(C)C(=O)Nc1ccccc1	x	0
COc1ccc(S(=O)(=O)Nc2cccc3c2O[C@H](CN(C)CC2CC2)[C@@H](C)CN([C@@H](C)CO)C3=O)cc1	x	-10
Cc1noc(C)c1S(=O)(=O)N(C)C[C@H]1Oc2ccc(NC(=O)Nc3ccc(F)cc3)cc2CC(=O)N([C@H](C)CO)C[C@H]1C	1	3
Cc1cccc(CN(C)C[C@H]2OCc3cnnn3CCCC(=O)N([C@@H](C)CO)C[C@@H]2C)c1	1	x

7 entries picked at random from those above, as already listed:
smiles	STK33 inh	mut p53 react
O=C(O)[C@H]1O[C@@H](Oc2cc(O)c3c(=O)c(-c4ccc(O)cc4)coc3c2)[C@H](O)[C@@H](O)[C@@H]1O	-2	-11
C[C@@H]1CCCCO[C@@H](CN(C)Cc2ccccc2)[C@@H](C)CN([C@H](C)CO)C(=O)c2cc(NC(=O)Nc3ccc4c(c3)OCO4)ccc2O1	6	4
COc1ccccc1-c1ccc2c(c1)O[C@@H](CN(C)S(=O)(=O)c1ccc(F)cc1)[C@H](C)CN([C@H](C)CO)S2(=O)=O	x	-50
C[C@@H]1CN([C@@H](C)CO)C(=O)Cc2cc(NC(=O)C3CC3)ccc2O[C@H]1CN(C)C(=O)Nc1ccccc1	x	0
Cc1noc(C)c1S(=O)(=O)N(C)C[C@H]1Oc2ccc(NC(=O)Nc3ccc(F)cc3)cc2CC(=O)N([C@H](C)CO)C[C@H]1C	1	3
C[C@H]1CN([C@@H](C)CO)C(=O)c2cc(NC(=O)C3CCCCC3)ccc2O[C@H]1CN(C)C	1	x
COc1cc(NC(=O)CN2c3cccc4cccc(c34)S2(=O)=O)cc(OC)c1OC	-3	-16

Carrying on:
smiles	STK33 inh	mut p53 react
CCOc1ccc(N2C(=O)CC(Sc3nc(O)c(CC)c(=O)[nH]3)C2=O)cc1 (centres undefined)	1	-3
COc1ccc(S(=O)(=O)Nc2cccc3c2O[C@@H](CN(C)S(=O)(=O)c2ccc(F)cc2)[C@@H](C)CN([C@H](C)CO)C3=O)cc1	x	7
COC(=O)c1cc(-c2ccccc2)sc1NC(=O)c1cc(-c2cccnc2)nc2ccccc12	1	18
Cc1ccc(C)c(NC(=O)CCn2cnc3ccccc3c2=O)c1	1	12
COCC(=O)N(C)C[C@H]1Oc2ncc(C#Cc3cccnc3)cc2C(=O)N([C@H](C)CO)C[C@@H]1C	x	-2
COc1ccc(Cl)cc1NC(=S)NCCCn1nc(C)c(Br)c1C	1	13
Cc1ccc(-c2nc3ccccc3o2)cc1NC(=O)CN1C(=O)c2ccccc2C1=O	1	-2
O=C(Cn1c(=O)oc2ccccc21)Nc1cccc([N+](=O)[O-])c1	2	-15
C[C@H](CO)N1C[C@H](C)[C@@H](CN(C)C(=O)Nc2ccc3c(c2)OCO3)OCc2cn(nn2)CCCC1=O	-1	3
COc1ccc(S(=O)(=O)Nc2cccc3c2O[C@@H](CN(C)Cc2ccc(C(F)(F)F)cc2)[C@@H](C)CN([C@H](C)CO)C3=O)cc1	x	-16
Cc1ccc(-c2noc(CSc3nnc(-c4cccs4)n3C)n2)cc1	-5	-5
O=C(c1ccc2c(c1)CCO2)N1CCN(C(c2ccccc2)c2ccccc2)CC1	x	-11
CC(Oc1ccc(Br)cc1)C(=O)NCCN1CCOCC1 (centres undefined)	-1	3
CNC[C@@H]1Oc2ccc(NC(=O)C3CCCCC3)cc2CC(=O)N([C@H](C)CO)C[C@H]1C	5	x
C[C@@H]1CN([C@H](C)CO)C(=O)c2cccc(NS(=O)(=O)c3cccs3)c2O[C@H]1CN(C)C(=O)NC1CCCCC1	x	1
O=C(C1=C[C@H](c2csc3ccccc23)C[C@H](OCc2ccc(CO)cc2)O1)N1CCCCC1	2	x
COc1ccc(S(=O)(=O)N(C)C[C@@H]2Oc3ccc(NS(=O)(=O)c4cn(C)cn4)cc3C(=O)N([C@H](C)CO)C[C@@H]2C)cc1	2	x
COc1ccc(C)cc1NC(=O)CNS(=O)(=O)c1c(C)cc(C)cc1C	3	8
Cc1noc(C)c1NC(=O)Nc1ccc2c(c1)C(=O)N([C@H](C)CO)C[C@@H](C)[C@H](CN(C)CC1CCCCC1)O2	-1	x
Cc1ccc(NC(=O)CSc2nc3cc(Cl)ccc3s2)c(C)c1	-2	33

(next part)
smiles	STK33 inh	mut p53 react
O=c1c2ccccc2nc(CSc2nnnn2-c2ccccc2)n1-c1ccccc1Cl	6	-23
c1ccc(N2CCN(Cc3nc4ccccc4[nH]3)CC2)nc1	x	9
C=C1C(=O)O[C@@H]2C[C@@]3(C)[C@@H](O)C[C@@H](O)C(=C)[C@@H]3C[C@H]12	-2	x
CC(=O)O[C@@H]1C[C@@]2(C)C(CC[C@@H]2C(C)=O)C2CCC3=CC(=O)CC[C@]3(C)C21 (some centres undefined)	3	x
CCCC#Cc1ccc2c(c1)O[C@@H](CN(C)C(=O)CC)[C@@H](C)CN([C@@H](C)CO)S2(=O)=O	x	-2
N#CCCN(Cc1ccco1)S(=O)(=O)c1ccccc1	-3	-4
C[C@@H]1CCCCO[C@H](CN(C)C)[C@@H](C)CN([C@@H](C)CO)C(=O)c2cc(NC(=O)Nc3ccc(F)cc3)ccc2O1	x	0
C[C@H](CO)N1C[C@H](C)[C@H](CN(C)S(=O)(=O)c2ccc(F)cc2)Oc2c(NS(=O)(=O)c3cn(C)cn3)cccc2C1=O	x	-10
Cc1nnc(SCC(=O)Nc2ccccc2N2CCOCC2)s1	-1	14
COc1ccc(CCNC(=O)Nc2ccc(C(C)=O)cc2)cc1OC	-2	-3
N=C1S/C(=C/c2ccccc2)C(=O)N1c1nonc1N	13	x
Cc1ccc(S(=O)(=O)Nc2ccc3c(c2)C(=O)N([C@H](C)CO)C[C@H](C)[C@@H](CN(C)S(=O)(=O)c2ccccc2)OCCCC[C@@H](C)O3)cc1	-13	x
COC(=O)c1ccccc1NC(=O)CNC(=O)c1ccc(Cl)cc1Cl	-1	29
CCN(CC(=O)Nc1cccc(SC)c1)S(=O)(=O)c1ccc2ccccc2c1	-1	3
O=C(O)C(O)Cc1c[nH]c2ccccc12 (centres undefined)	x	1
C[C@@H]1CCCCO[C@@H](CN(C)C(=O)CCCN(C)C)[C@@H](C)CN([C@@H](C)CO)C(=O)c2cc(NS(=O)(=O)c3cccs3)ccc2O1	x	3
COc1ccc(S(=O)(=O)Nc2ccc3c(c2)CC(=O)N([C@@H](C)CO)C[C@H](C)[C@H](CN(C)S(=O)(=O)c2ccc(Cl)cc2)O3)cc1	0	x
O=C(Cn1ccc([N+](=O)[O-])n1)NCc1ccccc1	0	-10
C[C@@H]1CN([C@@H](C)CO)C(=O)Cc2cc(NC(=O)NC3CCCCC3)ccc2O[C@@H]1CN(C)C(=O)Nc1ccc2c(c1)OCO2	3	2
C[C@@H]1CN([C@@H](C)CO)C(=O)c2cc(NS(C)(=O)=O)ccc2O[C@H]1CN(C)C(=O)Nc1ccc(F)cc1	x	-5

Brought forward from above: 2 entries; new compounds follow.
smiles	STK33 inh	mut p53 react
C[C@@H]1CN([C@@H](C)CO)C(=O)Cc2cc(NC(=O)NC3CCCCC3)ccc2O[C@@H]1CN(C)C(=O)Nc1ccc2c(c1)OCO2	3	2
C[C@@H]1CN([C@@H](C)CO)C(=O)c2cc(NS(C)(=O)=O)ccc2O[C@H]1CN(C)C(=O)Nc1ccc(F)cc1	x	-5
COCC#Cc1cnc2c(c1)C(=O)N([C@H](C)CO)C[C@@H](C)[C@H](CN(C)C(=O)Cc1ccncc1)O2	x	12
C[C@@H]1CCCCO[C@H](CN(C)C(=O)C2CCCCC2)[C@H](C)CN([C@H](C)CO)C(=O)c2cc(NC(=O)c3ccncc3)ccc2O1	x	-1
COc1ccc(NC(=O)Nc2ccc3c(c2)CC(=O)N([C@H](C)CO)C[C@@H](C)[C@@H](CN(C)S(=O)(=O)c2ccc(F)cc2)O3)cc1	0	x
C[C@@H]1CN([C@@H](C)CO)C(=O)c2cc(NC(=O)Cn3cnnn3)ccc2O[C@@H]1CN(C)Cc1ccc2c(c1)OCO2	-2	x
C[C@H](CO)N1C[C@H](C)[C@@H](CN(C)C(=O)c2cnccn2)Oc2cc(C3=CCCC3)ccc2S1(=O)=O	x	1
Cc1noc(C)c1S(=O)(=O)Nc1ccc2c(c1)C(=O)N([C@@H](C)CO)C[C@H](C)[C@H](CN(C)C(=O)Nc1ccccc1)O2	x	9
O=C1O[C@@H](c2ccccc2)[C@@H](c2ccccc2)N2[C@@H](c3ccc(O)cc3)[C@]3(C(=O)Nc4ccccc43)[C@@H](C(=O)NC[C@H](O)c3ccccc3)[C@H]12	5	x
Cc1noc(C)c1NC(=O)Nc1ccc2c(c1)C(=O)N([C@@H](C)CO)C[C@@H](C)[C@@H](CN(C)Cc1ccncc1)O2	0	x
Cc1ccc(C(C)C)c(OCc2ccc(C(=O)Nc3sc4c(c3C#N)CCCC4)o2)c1	5	8
COc1cccc(NC(=O)CCC(=O)O)c1	-3	-4
COc1ccc(CN(C)C[C@H]2Oc3ccc(NC(=O)Nc4cccc5ccccc45)cc3CC(=O)N([C@H](C)CO)C[C@H]2C)cc1	1	-7
C[C@@H]1CN([C@@H](C)CO)C(=O)Cc2cc(NS(=O)(=O)c3ccc(F)cc3)ccc2O[C@@H]1CN(C)C(=O)Nc1ccccc1	1	x
Cc1cc(C(F)(F)F)nc2snc(Br)c12	x	1
COc1ccc(NC(=O)N(C)C[C@@H]2Oc3ccc(NS(=O)(=O)c4ccccc4)cc3C(=O)N([C@@H](C)CO)C[C@@H]2C)cc1	x	-18
C[C@@H]1CN([C@H](C)CO)C(=O)Cc2cc(NC(=O)Nc3ccc4c(c3)OCO4)ccc2O[C@H]1CN(C)CC1CC1	2	4
O=C(C[C@H]1C[C@@H]2c3cc(NC(=O)Nc4ccc(C(F)(F)F)cc4)ccc3O[C@@H]2[C@@H](CO)O1)NCc1cccnc1	x	0
C[C@@H]1CCCCO[C@H](CN(C)Cc2ccc3c(c2)OCO3)[C@@H](C)CN([C@H](C)CO)C(=O)c2cc(NS(=O)(=O)c3cccs3)ccc2O1	0	x
Cc1noc(C)c1NC(=O)Nc1ccc2c(c1)CC(=O)N([C@H](C)CO)C[C@H](C)[C@@H](CN(C)S(=O)(=O)c1cccs1)O2	x	-4
CNC[C@@H]1Oc2c(NC(=O)Nc3c(C)noc3C)cccc2C(=O)N([C@@H](C)CO)C[C@H]1C	x	0
CC1=C(C(=O)Nc2ccccc2C)C(c2cccc([N+](=O)[O-])c2)n2ncnc2N1 (centres undefined)	0	-15

(cont.)
smiles	STK33 inh	mut p53 react
C[C@@H]1CN([C@@H](C)CO)C(=O)c2cc(NS(=O)(=O)c3ccccc3)ccc2O[C@@H]1CN(C)S(=O)(=O)c1cn(C)cn1	0	x
COc1cccc(S(=O)(=O)N(C)C[C@H]2Oc3cc(C4=CCCCC4)ccc3S(=O)(=O)N([C@H](C)CO)C[C@H]2C)c1	x	-41
C[C@H](CO)N1C[C@H](C)[C@H](CN(C)C(=O)Nc2ccccc2)Oc2ccc(NC(=O)NC3CCCCC3)cc2C1=O	x	2
Cc1noc(C)c1NC(=O)Nc1cccc2c1O[C@@H](CN(C)C)[C@@H](C)CN([C@H](C)CO)C2=O	x	1
C[C@H]1CN([C@@H](C)CO)C(=O)Cc2cc(NC(=O)CCC(F)(F)F)ccc2O[C@@H]1CN(C)C(=O)Nc1ccc(C(F)(F)F)cc1	-2	x
CCn1c(SCC(=O)Nc2cc(C(F)(F)F)ccc2Cl)nnc1-c1ccccc1F	-4	0
O=C(O)C1CCCN1C(=O)OCc1ccccc1 (centres undefined)	2	x
C[C@@H]1CN([C@@H](C)CO)C(=O)CCCn2cc(nn2)CO[C@H]1CN(C)C(=O)Nc1ccc(F)cc1	-2	x
